NALP1 yeast inh – NALP1 inflammasome inhibitors in reconstituted yeast, colorimetric, S. cerevisiae, triplicate retest | S. cerevisiae NALP1/ASC/caspase-1 growth, X-gal OD620, 72 h | inhibition, % at 10 µM | 0.61% of 280,000 active | AID 2071, 2009; in the data active = inhibition mostly above about 24%, no sharp cut-off; inactive = mostly below about 32%; note: some compounds called inactive have numbers as strong as hits
PfM18AAP inh – PfM18AAP inhibitors, malaria aminopeptidase, primary screen, biochemical, QFRET, recombinant enzyme. H-Glu-NHMec fluorogenic cleavage. M18 aspartyl aminopeptidase (Plasmodium falciparum 3D7). inhibition, % at 7.35 µM. 1.2% of 290,000 active;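 active = inhibition above the campaign mean inhibition over all tested compounds plus 3 SD, cut at about 28% in these data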;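 note: 0% = plate median of test compound wells and 100% = 2 mM ZnCl2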
MEKK2 mut-MEK5 – MEK5 binding signal on mutant MEKK2 PB1, primary screen, biochemical, multiplex bead flow cytometry, Alexa488-MEK5; Alexa488-MEK5 binding to MEKK2 mutant; percent response, % at 10 µM; 0.35% of 290,000 active; AID 1530, 2009; in the data active = percent response above about 24%, passing the limit was not always enough; note: inactives centre near 1; some results filed as inactive read as strong as hits
OXTR potentiate – human OXTR potentiators, primary screen, fluorescence, CHO-OTR cells, Fluo-8 calcium; Oxytocin receptor (Homo sapiens), P30559; Fluo-8 calcium fluorescence, potentiator mode; 0% = oxytocin EC15, 100% = EC100; activation, % at 3 µM; 0.061% of 320,000 active; AID 2445, 2010;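 active = activation above that plate's cutoff, the mean activation of tested compounds plus 3 SD, cut at about 6.6% in these data, passing the limit was not always enough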;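 note: 100% uses oxytocin at 75 nM as the full agonist control; some results filed as inactive read as strong as hits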
Target sequence (P30559 whole entry, looked up): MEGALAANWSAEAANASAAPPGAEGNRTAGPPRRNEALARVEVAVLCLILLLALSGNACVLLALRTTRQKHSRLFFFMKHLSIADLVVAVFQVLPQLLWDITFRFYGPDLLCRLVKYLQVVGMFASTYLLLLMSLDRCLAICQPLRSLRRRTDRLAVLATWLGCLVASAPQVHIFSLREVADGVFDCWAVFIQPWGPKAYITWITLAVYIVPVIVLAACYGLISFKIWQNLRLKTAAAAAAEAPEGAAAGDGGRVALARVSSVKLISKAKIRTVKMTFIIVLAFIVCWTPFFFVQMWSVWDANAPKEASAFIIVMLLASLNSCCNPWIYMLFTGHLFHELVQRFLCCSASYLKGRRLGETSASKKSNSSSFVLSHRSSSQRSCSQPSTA
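System: human OTR in CHO cells; Also added: sub-maximal oxytocin, roughly EC15; Timing: compound 6 min at room temperature before oxytocin, 100 s read; Technique: Fluo-8 intracellular calcium fluorescence, ex 470-495, em 515-575 nm; Controls: oxytocin EC15 low and EC100 high; Replication: singlicate.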
MEKK2 WT-MEK5 – modulators of MEK5 binding to wildtype MEKK2, primary screen, biochemical, multiplex bead flow cytometry, Alexa488-MEK5; Alexa488-MEK5 binding to MEKK2 WT; actives lie on both sides; AID 1531, 2009; 1.1% of 290,000 active; Mitogen-activated protein kinase kinase kinase 2 (Homo sapiens), Q9Y2U5; binding response (% of control), % at 10 µM; in the data active = binding response below about 67% or above about 130%
GPR7 antag – GPR7 receptor antagonists, primary screen, cell-based, fluorescence, single concentration | GPR7-expressing cells, fluorescence antagonist assay | 1.1% of 290,000 active | inhibition, % at 4.4 µM; in the data active = inhibition above about 16%, passing the limit was not always enough;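 note: cells stimulated with the agonist NPW; 0% = agonist with vehicle and 100% = vehicle without agonist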
Target sequence (P48145 whole entry, looked up): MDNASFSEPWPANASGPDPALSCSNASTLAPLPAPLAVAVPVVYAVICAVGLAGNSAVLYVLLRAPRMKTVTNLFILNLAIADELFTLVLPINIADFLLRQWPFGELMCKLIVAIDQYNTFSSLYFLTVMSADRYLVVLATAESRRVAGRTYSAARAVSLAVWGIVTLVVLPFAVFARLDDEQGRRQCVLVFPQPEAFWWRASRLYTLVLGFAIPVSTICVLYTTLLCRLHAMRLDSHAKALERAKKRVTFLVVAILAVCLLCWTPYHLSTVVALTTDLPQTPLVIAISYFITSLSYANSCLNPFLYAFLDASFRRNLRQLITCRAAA
GalR3 antagonist – GalR3 antagonists in HEK293 cells, primary screen, cell-based, fluorescence readout | Galanin receptor type 3 (Homo sapiens), O60755 | HEK293 GalR3-CNG cAMP membrane potential fluorescence; galR3 body fused to GalR1 C-terminus | inhibition, % at 3 µM | 0.44% of 360,000 active | AID 651719, 2012;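 active = inhibition above the screen-wide average plus 3 SD, cut at about 13% in these data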;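 note: forskolin and galanin both at EC90 stimulate the cells; cAMP rise reported by CNG channel membrane potential dye signal; 0% = forskolin plus galanin with DMSO and 100% = forskolin alone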
Target sequence (O60755 1-299 limits assumed): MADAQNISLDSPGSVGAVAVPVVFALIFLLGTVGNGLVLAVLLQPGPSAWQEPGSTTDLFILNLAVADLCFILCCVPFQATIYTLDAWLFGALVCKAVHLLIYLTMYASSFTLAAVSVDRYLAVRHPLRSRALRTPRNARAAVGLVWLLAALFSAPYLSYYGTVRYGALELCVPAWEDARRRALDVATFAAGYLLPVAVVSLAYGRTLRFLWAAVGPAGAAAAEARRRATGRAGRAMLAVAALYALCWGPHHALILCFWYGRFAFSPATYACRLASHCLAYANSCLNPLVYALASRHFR
OXTR ag – human OXTR agonists, primary screen, fluorescence, CHO-OTR cells, Fluo-8 calcium | Oxytocin receptor (Homo sapiens), P30559 | Fluo-8 calcium fluorescence; normalized: DMSO 0%, oxytocin 100% | activation, % at 3 µM | 0.32% of 320,000 active | AID 2435, 2010;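 active = activation above the mean of all tested compounds plus 3 SD, cutoff set per screening run, cut at about 20% in these data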;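 note: peak over basal fluorescence ratio from a 100 s FLIPR kinetic read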
V1R ag counter – agonists of human V1a receptor, primary screen, counter-screen for OXTR agonist project, fluorescence, CHO-V1R cells. Fluo-8 calcium fluorescence, agonist mode; 0% DMSO, 100% 3 nM vasopressin. 0.25% of 320,000 active. activation, % at 3 µM. AID 2797, 2010;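 active = activation above the mean activation of all tested compounds plus 3 SD, per screening run, cut at about 20% in these data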;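 note: signal is peak over basal fluorescence ratio across a 100 second FLIPR read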
* = called active by the depositor. Hits appear at their usual frequency, and some 4.1% of all compounds hit somewhere here.

For C=CCn1c(SCC(=O)NC23CC4CC(CC(C4)C2)C3)nc(O)cc1=O the results were NALP1 yeast inh 1, PfM18AAP inh 0, MEKK2 mut-MEK5 -6, OXTR potentiate -6, MEKK2 WT-MEK5 84, GPR7 antag -5, GalR3 antagonist -2, OXTR ag -0.5 and V1R ag counter -0.4.
`COc1ccc(OCC(=O)Nc2cc(-c3nn(C)c(=O)c4ccccc34)ccc2N2CCOCC2)cc1` gave PfM18AAP inh -12, MEKK2 mut-MEK5 -2, OXTR potentiate -12, MEKK2 WT-MEK5 92, GPR7 antag 1, GalR3 antagonist -7, OXTR ag 0.0 and V1R ag counter 0.9.
COc1cc2c(cc1OC)C1=NC(=O)CN1C(SCc1ccccc1)=N2 was read as NALP1 yeast inh 2, PfM18AAP inh 11, MEKK2 mut-MEK5 11, OXTR potentiate -12, MEKK2 WT-MEK5 101, GPR7 antag -7, GalR3 antagonist -2, OXTR ag -1.4 and V1R ag counter -0.7.
Screening CN1CCN(CC(=O)NN2CC(=O)N(c3ccc(F)cc3)CC2=O)CC1 returned NALP1 yeast inh 7, PfM18AAP inh -6, MEKK2 mut-MEK5 -1, OXTR potentiate -10, MEKK2 WT-MEK5 97, GPR7 antag -10, GalR3 antagonist -3, OXTR ag 1.1 and V1R ag counter -0.9.
Screening CCn1nc(NC(=O)Cc2ccc(OC)cc2)c2cc3cccc(C)c3nc21 returned NALP1 yeast inh 6, PfM18AAP inh 1, MEKK2 mut-MEK5 -9, OXTR potentiate -6, MEKK2 WT-MEK5 95, GPR7 antag -8, GalR3 antagonist 4, OXTR ag -1.2 and V1R ag counter -0.3.
For CCc1cccc(C)c1NC(=O)COC(=O)Cn1c(C)csc1=O the results were OXTR potentiate -9, GalR3 antagonist -4, OXTR ag -1.1 and V1R ag counter -1.0.
COc1ccc(OCC(O)CNCc2ccco2)cc1 (configuration not stated) was read as NALP1 yeast inh -10, PfM18AAP inh 5, MEKK2 mut-MEK5 -13, OXTR potentiate -9, MEKK2 WT-MEK5 83, GPR7 antag -3, GalR3 antagonist -5, OXTR ag 0.8 and V1R ag counter 1.4.
For Cc1cc(C)c2c(=O)[nH]cnc2n1 the results were NALP1 yeast inh -7, PfM18AAP inh -2, MEKK2 mut-MEK5 -1, OXTR potentiate -3, MEKK2 WT-MEK5 99, GPR7 antag -16, GalR3 antagonist -5, OXTR ag 0.2 and V1R ag counter -0.3.
`CCN(c1cc(C)cc(C)c1)S(=O)(=O)c1nnc(NC(=O)C(C)(C)C)s1` gave NALP1 yeast inh 10, PfM18AAP inh -1, MEKK2 mut-MEK5 4, MEKK2 WT-MEK5 104, GPR7 antag -18 and GalR3 antagonist -11.
Cc1cccc(Cn2ccc(NC(=O)c3cccnc3)n2)c1 was read as NALP1 yeast inh -5, PfM18AAP inh 1, MEKK2 mut-MEK5 -3, OXTR potentiate -3, MEKK2 WT-MEK5 100, GPR7 antag -6, GalR3 antagonist -5, OXTR ag 0.3 and V1R ag counter 0.8.
CCCOP(=O)(c1ccc(N(C)C)cc1)C(O)c1ccc(Cl)cc1 (configuration not stated) was read as NALP1 yeast inh 16, PfM18AAP inh 0, MEKK2 mut-MEK5 6, OXTR potentiate -9, MEKK2 WT-MEK5 102, GPR7 antag 2, GalR3 antagonist -11, OXTR ag -0.3 and V1R ag counter 0.2.
For CC(C)CC(N)c1cn([C@@H](CCC(=O)O)C(=O)N2CCNCC2)nn1 (some centres not stated) the results were NALP1 yeast inh 5, PfM18AAP inh 2, MEKK2 mut-MEK5 10, OXTR potentiate -3, MEKK2 WT-MEK5 108, GPR7 antag -23, GalR3 antagonist -4, OXTR ag 1.9 and V1R ag counter 0.4.
`CC(Nc1ccc2c(c1)OCCO2)C(=O)N1c2ccccc2CC1C` (configuration not stated) gave NALP1 yeast inh -6, PfM18AAP inh -1, MEKK2 mut-MEK5 -1, OXTR potentiate -6, MEKK2 WT-MEK5 98, GPR7 antag -6, GalR3 antagonist -6, OXTR ag 0.9 and V1R ag counter -0.3.
For COc1ccc(CC(C)N2CCN(c3ccccc3OC)CC2)cc1OC (configuration not stated) the results were NALP1 yeast inh 1, PfM18AAP inh 0, MEKK2 mut-MEK5 -8, OXTR potentiate -4, MEKK2 WT-MEK5 91, GPR7 antag -5, GalR3 antagonist -8, OXTR ag -0.3 and V1R ag counter -0.2.
For CC(=O)c1ccc(NC(=O)c2cnn3ccccc23)cc1 the results were NALP1 yeast inh 6, PfM18AAP inh -11, MEKK2 mut-MEK5 8, OXTR potentiate -7, MEKK2 WT-MEK5 106, GPR7 antag 3, OXTR ag -0.2 and V1R ag counter 1.1.
`COc1ccc(C2(O)CCN(Cc3nnnn3Cc3ccc(F)cc3)CC2)cc1` gave NALP1 yeast inh 16, PfM18AAP inh 3, MEKK2 mut-MEK5 -12, OXTR potentiate -5, MEKK2 WT-MEK5 65, GPR7 antag 10, GalR3 antagonist -2, OXTR ag 1.8 and V1R ag counter 1.9.
`O=C(Nc1cccc(Cl)c1)OCCOc1ccccc1` gave NALP1 yeast inh 7, PfM18AAP inh 2, MEKK2 mut-MEK5 10, MEKK2 WT-MEK5 109, GPR7 antag -9 and GalR3 antagonist -11.
`Cc1ccc(S(=O)(=O)Oc2ccccc2/C=N/O)cc1` gave NALP1 yeast inh 1, PfM18AAP inh -3, MEKK2 mut-MEK5 -3, OXTR potentiate -9, MEKK2 WT-MEK5 99, GPR7 antag -2, GalR3 antagonist -2, OXTR ag -2.1 and V1R ag counter -0.1.
Screening COc1ccc(-c2oc3ccc(N4CCOCC4)cc3c2C#Cc2ccc(N)cc2)cc1 returned MEKK2 mut-MEK5 -2, OXTR potentiate -1, MEKK2 WT-MEK5 96, GalR3 antagonist -4, OXTR ag 0.8 and V1R ag counter 0.4.
For Cc1ccc2cc(CN(c3ccccc3)S(=O)(=O)c3ccccc3)c(=O)[nH]c2c1 the results were NALP1 yeast inh 25, PfM18AAP inh -16, MEKK2 mut-MEK5 2, OXTR potentiate -10, MEKK2 WT-MEK5 104, GPR7 antag -7, GalR3 antagonist 5, OXTR ag 0.2 and V1R ag counter 0.9.

Fetched by compound from the list above (3):
For Cc1ccc2cc(CN(c3ccccc3)S(=O)(=O)c3ccccc3)c(=O)[nH]c2c1 the results were NALP1 yeast inh 25, PfM18AAP inh -16, MEKK2 mut-MEK5 2, OXTR potentiate -10, MEKK2 WT-MEK5 104, GPR7 antag -7, GalR3 antagonist 5, OXTR ag 0.2 and V1R ag counter 0.9.
`CC(Nc1ccc2c(c1)OCCO2)C(=O)N1c2ccccc2CC1C` (configuration not stated) gave NALP1 yeast inh -6, PfM18AAP inh -1, MEKK2 mut-MEK5 -1, OXTR potentiate -6, MEKK2 WT-MEK5 98, GPR7 antag -6, GalR3 antagonist -6, OXTR ag 0.9 and V1R ag counter -0.3.
`COc1ccc(C2(O)CCN(Cc3nnnn3Cc3ccc(F)cc3)CC2)cc1` gave NALP1 yeast inh 16, PfM18AAP inh 3, MEKK2 mut-MEK5 -12, OXTR potentiate -5, MEKK2 WT-MEK5 65, GPR7 antag 10, GalR3 antagonist -2, OXTR ag 1.8 and V1R ag counter 1.9.

The listing continues:
`Cc1ccc(/C=C(\C#N)c2nc3ccccc3[nH]2)s1` gave NALP1 yeast inh -17, PfM18AAP inh -4, MEKK2 mut-MEK5 5, OXTR potentiate -6, MEKK2 WT-MEK5 106, GPR7 antag -12, GalR3 antagonist -3, OXTR ag 0.7 and V1R ag counter 0.2.
Screening Cc1cc(C)n(-c2nc(NCCCN(C)C)c3c4c(sc3n2)CCCC4)n1 returned NALP1 yeast inh 2, PfM18AAP inh 4, MEKK2 mut-MEK5 15, OXTR potentiate -3, MEKK2 WT-MEK5 113, GPR7 antag 0, GalR3 antagonist -4, OXTR ag 3.2 and V1R ag counter 1.0.
`c1ccc2sc(C3CCN(Cc4nnnn4Cc4ccc5c(c4)OCO5)CC3)nc2c1` gave NALP1 yeast inh -5, PfM18AAP inh -4, MEKK2 mut-MEK5 0, OXTR potentiate -22, MEKK2 WT-MEK5 100, GPR7 antag -9, GalR3 antagonist -5, OXTR ag 1.7 and V1R ag counter 4.8.
`Cc1nn(CCOc2ccccc2)c(=O)n1-c1ccc(F)cc1` gave NALP1 yeast inh 21, PfM18AAP inh -20, MEKK2 mut-MEK5 -1, OXTR potentiate 2, MEKK2 WT-MEK5 95, GPR7 antag -8, GalR3 antagonist -5, OXTR ag -0.4 and V1R ag counter 0.1.
For Cc1ccc(S(=O)(=O)NNC(=O)c2c(O)c3ccccc3[nH]c2=O)cc1 the results were NALP1 yeast inh 19, PfM18AAP inh -14, MEKK2 mut-MEK5 -2, OXTR potentiate 0, MEKK2 WT-MEK5 99, GPR7 antag -6, GalR3 antagonist 3, OXTR ag 0.1 and V1R ag counter 0.1.
For CC1Cc2ccccc2N1C(=O)CSc1nncs1 (configuration not stated) the results were OXTR potentiate -4, GalR3 antagonist -1, OXTR ag -0.9 and V1R ag counter 0.2.
Screening CCCCn1c(N)c(N(CC(C)C)C(=O)CSc2nnc(-c3ccc(Cl)cc3)o2)c(=O)[nH]c1=O returned OXTR potentiate -4, GalR3 antagonist -2, OXTR ag 0.3 and V1R ag counter 0.1.
`COc1cccc(C(=O)NNC(=O)Cc2ccc(Cl)cc2)c1` gave NALP1 yeast inh 21, PfM18AAP inh -4, MEKK2 mut-MEK5 -1, OXTR potentiate -1, MEKK2 WT-MEK5 103, GPR7 antag -6, GalR3 antagonist -6, OXTR ag -0.3 and V1R ag counter 0.6.
`CC(=O)N1CC(C)Sc2ccc(S(=O)(=O)NCc3ccccc3Cl)cc21` (configuration not stated) gave NALP1 yeast inh 10, PfM18AAP inh -15, MEKK2 mut-MEK5 -5, OXTR potentiate -15, MEKK2 WT-MEK5 91, GPR7 antag -5, GalR3 antagonist -5, OXTR ag 6.4 and V1R ag counter 10.
For Cc1cccc2sc(NS(=O)(=O)c3ccccc3)nc12 the results were NALP1 yeast inh 11, PfM18AAP inh -4, MEKK2 mut-MEK5 -2, OXTR potentiate -12, MEKK2 WT-MEK5 96, GPR7 antag -8, GalR3 antagonist -2, OXTR ag -0.5 and V1R ag counter 2.7.
Screening C=CCOc1cccc(C(=O)Nc2ncn[nH]2)c1 returned NALP1 yeast inh -4, PfM18AAP inh 25, MEKK2 mut-MEK5 6, OXTR potentiate 6, MEKK2 WT-MEK5 103, GPR7 antag -11, GalR3 antagonist -9, OXTR ag -0.1 and V1R ag counter 0.1.
`COc1ccc(CNc2nn[nH]n2)cc1OC` gave NALP1 yeast inh 10, PfM18AAP inh 5, MEKK2 mut-MEK5 -1, OXTR potentiate -5, MEKK2 WT-MEK5 99, GPR7 antag -4, GalR3 antagonist 0, OXTR ag -0.4 and V1R ag counter 0.6.

Screens: PubChem, several laboratories
